Screens: PubChem, several laboratories
Yfh1-off respiration: mitochondrial function rescue without frataxin homolog – Friedreich's ataxia, plus single-dose screen, dose response (AID 1465) | S. cerevisiae Yfh1-off respiration, WST-1 reduction, 72 h; higher fold induction means a stronger effect | fold induction at 50 µM; hits with a dose series show EC50 in µM | 220,000 compounds, 0.074% hits;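 active = fold induction of absorbance versus untreated yeast above a set limit, then at least 30% activation at any dose in follow-up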;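 note: activators that raise dye reduction in frataxin-depleted yeast; strong numbers were not always called active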
Autophagy HCS: modulators of autophagy; MEF GFP-LC3 puncta imaging; test concentration mostly 10 µM; calls only at 10 µM (by protocol); 190,000 compounds, 0.98% hits; AID 463193;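 active = percentage of spot-positive cells more than 3 SD above its plate mean, without a fluorescence outlier flag or 80% toxicity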;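 note: spot-positive cell cutoff set from DMSO-treated cells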
Dynein transport: dynein cargo transport inhibition. 220,000 compounds, 0.47% hits. z-score, hits read low. 3617.4 mouse cells, GR-EGFP nuclear translocation imaging; test concentration mostly 20 µM; stimulated with dexamethasone, 1 µM; hits give low values;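 active = plate z-score of nuclear minus cytoplasmic receptor signal below a set negative limit, without overly bright fluorescence or cell loss, cut at about -3.5 in these data, passing the limit was not always enough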;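 note: z-score of nuclear minus cytoplasmic ring GR-EGFP intensity difference per well; some compounds called inactive have numbers as strong as hits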
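Buffer or medium – tet-free medium with charcoal-stripped serum · Signal – automated 10x imaging of fixed Hoechst-stained cells · Also added – dexamethasone agonist, 1.0 µM final, for 30 min · Incubation – induction 48 h, compound 1 h, agonist 30 min · Read-out – GR-EGFP nuclear translocation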
MT stabilizer: microtubule stabilizers in HeLa cells; AID 2205; HeLa tubulin immunostaining HCS, 24 h; share of cells brighter than vehicle mean+2SD; % tubulin-high responders, % at 10 µM; 200,000 compounds, 0.83% hits;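 active = plate Z-score above 3 for both tubulin-high and condensed-nucleus cell shares, with cell loss under 80%, at 10 µM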;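 note: anti alpha tubulin signal scored within the nucleus-defined area of each cell; some results filed as inactive read as strong as hits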
Dynein transport cytoplasmic EGFP: second read-out of Dynein transport, no call of its own (marks repeat the call); z-score; measured here: cytoplasmic GR-EGFP intensity; hits give high values
Dynein transport nuclear GR-EGFP: further read-out of Dynein transport, marked with its call; z-score; measured here: nuclear GR-EGFP intensity;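 lower value marks the stronger effect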
Dynein transport cell count: second read-out of Dynein transport, no call of its own (marks repeat the call); z-score; measured here: cell count per field
MT stabilizer Hoechst-high %: further read-out of MT stabilizer, marked with its call; % Hoechst-high responders; measured here: nuclear condensation Hoechst responders;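 share of cells brighter than vehicle mean plus two SD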
MT stabilizer cytotoxicity %: recorded beside MT stabilizer, whose call it bears; toxicity, %; measured here: cytotoxicity by cell density;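 0% = mean cell density of plate MIN control wells and 100% = no cells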
Autophagy HCS cell loss 18 h: recorded beside Autophagy HCS, whose call it bears; toxicity, %; measured here: cell loss, nuclei count;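 cell loss after 18 h compound exposure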
* marks the source's active call; other numbers are inactive results; i = inactive; x = not tested or not shown.

Every second line gives: Yfh1-off respiration | Autophagy HCS | Autophagy HCS cell loss 18 h | Dynein transport | Dynein transport cytoplasmic EGFP | Dynein transport nuclear GR-EGFP | Dynein transport cell count | MT stabilizer | MT stabilizer Hoechst-high % | MT stabilizer cytotoxicity %
> Cc1csc2ncc(C(=O)N3CCc4ccccc43)c(=O)n12
  i | x | x | 0.608 | -0.197 | 0.699 | -0.352 | 4.1 | 3.0 | 7.0
> CCOC(=O)c1ccccc1NC(=O)c1ccc(Cl)c(S(=O)(=O)N2CCOCC2)c1
  x | i | 5.1 | -1.01 | -0.168 | -0.293 | -0.183 | 3.0 | 2.1 | 39.8
> O=C(CSc1nc2cccnc2n1Cc1ccccc1)N1CCc2ccccc21
  x | i | 3.9 | -0.0831 | -0.192 | -0.159 | 0.0826 | 2.3 | 2.3 | 4.0
> Cc1ccc2nc(NC3=NCN(Cc4ccc5c(c4)OCO5)CN3)nc(C)c2c1
  x | i | 2.5 | 2.04 | -0.132 | 1.99 | -1.37 | 2.7 | 1.2 | 56.7
> Cc1c(=O)n(OCc2c(F)cccc2F)c2ccccc2[n+]1[O-]
  x | i | -2.2 | -0.6 | -0.124 | -0.327 | 1.6 | 4.0 | 2.8 | 10.3
> Cc1cc(NC(=O)c2cnc3ccccn3c2=O)no1
  x | i | 5.2 | 0.222 | -0.196 | 0.135 | 0.798 | 3.3 | 1.6 | 7.3
> CCn1cc(C(=O)Nc2nnc(C)s2)c(=O)c2cc(F)c(N3CCN(C(=O)c4ccco4)CC3)cc21
  x | i | -0.5 | 1.25 | 0.453 | 0.448 | -0.5 | 4.9 | 1.4 | 5.2
> Cc1nnc2sc(-c3cccc(NC(=O)c4ccc(-c5cccc(Cl)c5)o4)c3)nn12
  x | i | -5.7 | 0.144 | -0.15 | -0.0359 | -1.04 | 2.7 | 1.4 | 6.4
> Cc1ccc2[nH]c(=O)c(-c3noc(-c4ccncc4)n3)cc2c1
  x | i | 4.0 | -0.153 | 1.14 | 0.537 | -0.407 | 2.6 | 1.7 | 40.7
> Cc1ccc2c(c1)sc1ncc(NC(=O)c3ccccc3)c(=O)n12
  x | i | 4.8 | 0.148 | -0.244 | 0.0584 | 0.35 | 2.9 | 2.0 | 7.1
> CCn1c(SCc2cc(=O)[nH]c3ccccc23)nc2c1c(=O)n(C)c(=O)n2C
  x | i | 4.1 | 0.206 | 0.0673 | 0.872 | 0.841 | 2.5 | 3.2 | 12.8
> COC(=O)c1ccc(C(=O)OC)c(NC(=O)CSc2nc(-c3ccco3)cc(C(F)(F)F)n2)c1
  x | i | -6.4 | -0.264 | -0.197 | -0.0959 | 0.215 | 3.2 | 2.3 | 5.9
> Cc1ccc(-c2nnc3sc(-c4ccc5c(c4)OCCO5)nn23)cc1
  x | i | 1.1 | 0.176 | -0.227 | -0.0336 | 0.143 | 4.6 | 2.3 | 5.0
> CC(=O)c1cnc(Nc2nc(C)c3cc(C)ccc3n2)nc1C
  x | i | 0.3 | -0.612 | -0.146 | -0.244 | -0.372 | 2.7 | 1.7 | 0.3
> Cc1ccc(-c2c3c(=O)n(C)c(=O)n(C)c3c3nnc4ccccc4n23)cc1
  x | i | -1.4 | -0.684 | 1.28 | -0.341 | 0.874 | 3.2 | 1.2 | 3.6
> Cc1cc(C)n(CC(O)COc2ccc(OCC(O)Cn3nc(C)cc3C)cc2)n1 (centres undefined)
  x | i | -1.4 | -0.483 | -0.26 | -0.4 | 0.942 | 2.8 | 2.5 | 7.1
> CCn1cc(C(=O)N=c2sc3ccccc3n2C)c(=O)c2ccc(C)nc21
  x | i | -8.9 | 0.459 | -0.0847 | 0.401 | 1.09 | 4.2 | 0.7 | 24.3
> COC(=O)C(C)Sc1nc(-c2ccc(OC)cc2)nc2c1c(=O)n(C)c(=O)n2C (centres undefined)
  x | i | 2.1 | -0.115 | -0.182 | 0.426 | -1.36 | 4.2 | 2.1 | 5.7
> CN(C)c1ccnc2sc3c(=O)n(-c4ccc(Cl)cc4)cnc3c12
  x | i | -4.7 | -0.225 | -0.251 | 0.165 | 1.8 | 2.6 | 2.3 | 9.6
> CCN1CCN(c2ncnc3c2oc2nc(C)c4c(c23)CC(C)(C)OC4)CC1
  x | i | -1.0 | 1.01 | -0.14 | 0.592 | 0.17 | 2.7 | 2.0 | 21.7
> CCOC(=O)c1sc(NC(=O)CSc2nc3c(cc2C#N)CCC3)c(C#N)c1C
  x | i | -2.5 | 0.82 | 4.06e-05 | 0.446 | -0.0128 | 2.9 | 2.0 | 5.3
> Cc1cccc(-n2c(Cc3cc(=O)[nH]c(=O)[nH]3)nnc2SCC(=O)NCc2ccco2)c1
  x | i | -5.2 | 0.405 | -0.198 | 0.292 | 0.306 | 3.9 | 2.4 | 8.1
> CCCCN1C2CCCC1CC(NC(=O)N(C(C)C)C(C)C)C2 (centres undefined)
  x | i | -9.9 | -0.618 | 0.323 | 0.117 | -0.433 | 2.8 | 2.1 | 3.9
> Cc1cc(NC(=O)C23CCC(C)(c4nc5cc(Cl)c(Cl)cc5nc42)C3(C)C)no1 (centres undefined)
  x | i | 28.9 | -0.504 | -0.251 | -0.569 | 1.42 | 3.0 | 2.7 | 9.6
> CCOC(=O)N1CCC(NC(=O)Cc2ccc(-n3c(=O)[nH]c4ccccc4c3=O)cc2)CC1
  x | i | 0.1 | -1.05 | -0.242 | -0.463 | 0.856 | 2.9 | 1.8 | 5.1
> O=c1[nH]c(CN2CCN(Cc3ccccc3)CC2)nc2sc3c(c12)CCC3
  x | i | 6.1 | -0.272 | -0.185 | 0.0592 | 0.29 | 8.2 | 3.4 | 3.3
> Cc1cccn2c(=O)c3cc(C(=O)N4CCCc5ccccc54)n(C)c3nc12
  x | i | -5.6 | 0.252 | -0.172 | -0.137 | 0.0444 | 3.4 | 1.1 | 5.3
> CCOc1ccc(C2CC(c3ccc(Br)cc3)Nc3nc(N)nn32)cc1 (centres undefined)
  x | i | -5.5 | 0.388 | -0.207 | 0.221 | 1.08 | 4.0 | 2.1 | 10.0
> CN(C)CCCN1C(=O)C(=O)/C(=C(/O)c2ccc3c(c2)OCO3)C1c1cccnc1 (centres undefined)
  x | i | -2.0 | -0.862 | -0.171 | -0.0329 | -0.503 | 1.5 | 1.3 | 4.1
> COc1ccc(-c2nn3c(-c4ccncc4)nnc3s2)cc1OC
  x | i | 4.9 | -0.836 | -0.268 | -0.183 | 0.402 | 2.8 | 0.3 | 42.4
> Cc1ccn2c(C(=O)N/N=C\c3ccccc3[N+](=O)[O-])c(C)nc2c1
  i | i | -0.5 | x | x | x | x | 1.1 | 2.0 | 4.7

12 entries already listed, sorted by heavy-atom count, smallest number first:
Every second line gives: Yfh1-off respiration | Autophagy HCS | Autophagy HCS cell loss 18 h | Dynein transport | Dynein transport cytoplasmic EGFP | Dynein transport nuclear GR-EGFP | Dynein transport cell count | MT stabilizer | MT stabilizer Hoechst-high % | MT stabilizer cytotoxicity %
> Cc1cc(NC(=O)c2cnc3ccccn3c2=O)no1
  x | i | 5.2 | 0.222 | -0.196 | 0.135 | 0.798 | 3.3 | 1.6 | 7.3
> CCCCN1C2CCCC1CC(NC(=O)N(C(C)C)C(C)C)C2 (centres undefined)
  x | i | -9.9 | -0.618 | 0.323 | 0.117 | -0.433 | 2.8 | 2.1 | 3.9
> CN(C)c1ccnc2sc3c(=O)n(-c4ccc(Cl)cc4)cnc3c12
  x | i | -4.7 | -0.225 | -0.251 | 0.165 | 1.8 | 2.6 | 2.3 | 9.6
> Cc1ccc(-c2nnc3sc(-c4ccc5c(c4)OCCO5)nn23)cc1
  x | i | 1.1 | 0.176 | -0.227 | -0.0336 | 0.143 | 4.6 | 2.3 | 5.0
> CCn1cc(C(=O)N=c2sc3ccccc3n2C)c(=O)c2ccc(C)nc21
  x | i | -8.9 | 0.459 | -0.0847 | 0.401 | 1.09 | 4.2 | 0.7 | 24.3
> CCn1c(SCc2cc(=O)[nH]c3ccccc23)nc2c1c(=O)n(C)c(=O)n2C
  x | i | 4.1 | 0.206 | 0.0673 | 0.872 | 0.841 | 2.5 | 3.2 | 12.8
> O=C(CSc1nc2cccnc2n1Cc1ccccc1)N1CCc2ccccc21
  x | i | 3.9 | -0.0831 | -0.192 | -0.159 | 0.0826 | 2.3 | 2.3 | 4.0
> Cc1nnc2sc(-c3cccc(NC(=O)c4ccc(-c5cccc(Cl)c5)o4)c3)nn12
  x | i | -5.7 | 0.144 | -0.15 | -0.0359 | -1.04 | 2.7 | 1.4 | 6.4
> Cc1cccc(-n2c(Cc3cc(=O)[nH]c(=O)[nH]3)nnc2SCC(=O)NCc2ccco2)c1
  x | i | -5.2 | 0.405 | -0.198 | 0.292 | 0.306 | 3.9 | 2.4 | 8.1
> CCOC(=O)N1CCC(NC(=O)Cc2ccc(-n3c(=O)[nH]c4ccccc4c3=O)cc2)CC1
  x | i | 0.1 | -1.05 | -0.242 | -0.463 | 0.856 | 2.9 | 1.8 | 5.1
> COC(=O)c1ccc(C(=O)OC)c(NC(=O)CSc2nc(-c3ccco3)cc(C(F)(F)F)n2)c1
  x | i | -6.4 | -0.264 | -0.197 | -0.0959 | 0.215 | 3.2 | 2.3 | 5.9
> CCn1cc(C(=O)Nc2nnc(C)s2)c(=O)c2cc(F)c(N3CCN(C(=O)c4ccco4)CC3)cc21
  x | i | -0.5 | 1.25 | 0.453 | 0.448 | -0.5 | 4.9 | 1.4 | 5.2

Some of the compounds tested; rates above refer to the full screens.
